proCasp7 act: counter-screen for procaspase-3 activators: activators of human procaspase-7; P55210; recombinant procaspase-7, Ac-DEVD-pNA absorbance 405 nm; D23A/D198A/D206A triple mutant, cannot self-cleave; scale: DMSO 0, 5 µM enzyme 100; activation, % at 8.5 µM; hit rate 0.093% among 330,000; AID 463210;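 active = percent activation above the screen-wide mean plus 3 SD, cut at about 25% in these data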
Target sequence (P55210 whole entry D23A/D198A/D206A): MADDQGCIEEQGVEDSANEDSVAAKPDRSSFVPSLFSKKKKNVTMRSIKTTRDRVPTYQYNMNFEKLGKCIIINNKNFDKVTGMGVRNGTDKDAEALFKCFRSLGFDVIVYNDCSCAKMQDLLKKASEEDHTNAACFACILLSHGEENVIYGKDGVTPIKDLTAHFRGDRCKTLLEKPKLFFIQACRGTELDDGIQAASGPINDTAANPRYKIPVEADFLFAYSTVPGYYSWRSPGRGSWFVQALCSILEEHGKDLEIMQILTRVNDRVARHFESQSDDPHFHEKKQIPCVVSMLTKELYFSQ
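System: Procaspase-7 triple mutant (PC-7 D3A); measure: % activation from two-timepoint absorbance difference, scaled to controls; times: 1 h compound preincubation, 2 h substrate cleavage, 25 °C; also added: Ac-DEVD-pNA substrate, 400 µM as added; measured by: Epi-absorbance of released pNA at 405 nm, two timepoints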
Efflux pump inh: antifungal efflux pump inhibition, Nile Red retention | S. cerevisiae Candida pump triplex | hit rate 0.44% among 330,000 | inhibition, % at 10 µM;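 active = plate passing quality check with inhibition over a set limit, or well fluorescence over plate mean plus 4 SD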;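 note: Nile Red retained in pooled yeast measured as flow cytometry median fluorescence; 0% = buffer negative control and 100% = Enniatin B positive control; higher means more Nile Red kept so more efflux inhibition; some compounds called inactive have numbers as strong as hits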
procasp3 activ: procaspase-3 (human) activation; P42574; recombinant procaspase-3 D3A, Ac-DEVD-pNA absorbance 405 nm; hit rate 0.11% among 330,000; activation, % at 8.5 µM;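 active = activation above the mean of all tested compounds plus 3 SD, cut at about 21% in these data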;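 note: 0% = DMSO alone and 100% = DMSO wells spiked with extra 5 µM PC-3 D3A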
Target sequence (P42574 whole entry D9A/D28A/D175A): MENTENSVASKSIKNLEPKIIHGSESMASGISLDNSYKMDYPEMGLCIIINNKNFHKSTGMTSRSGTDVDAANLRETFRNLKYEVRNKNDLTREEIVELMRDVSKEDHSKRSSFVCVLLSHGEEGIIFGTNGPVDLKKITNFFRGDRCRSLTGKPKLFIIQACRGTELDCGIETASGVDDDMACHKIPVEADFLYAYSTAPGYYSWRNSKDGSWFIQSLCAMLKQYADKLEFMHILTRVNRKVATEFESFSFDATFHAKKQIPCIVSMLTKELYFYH
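Test system: Procaspase-3 D3A mutant, all three cleavage aspartates alanine | Dosing: Single dose, 8.5 µM nominal compound, 0.8% DMSO | Schedule: 1 h preincubation, 2 h reaction | Technique: 405 nm absorbance of p-nitroaniline, reads at 0 and 120 min | Repeats: One well per compound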
* marks the source's active call; other numbers are inactive results. A portion of the library, so the mix of outcomes need not match the whole.

Start of the listing, in advance (16 entries):
1	COc1ccc2[nH]c3c(c2c1)CCN1C(=O)C(CC(=O)NCCCn2ccnc2)C[C@H](C(=O)N(C(C)C)C(C)C)[C@@]31C (some centres undefined)
2	COc1cc2c(cc1OC)[C@@H](NC(=O)Cc1ccc(F)cc1)[C@H](OCc1ccccc1)C2
3	O=C(O)c1cccc(S(=O)(=O)NCC2COc3ccccc3O2)c1 (centres undefined)
4	CCN(C[C@H]1N[C@@](Cc2ccccc2)(C(=O)OC)[C@H]2C(=O)N(C)C(=O)[C@@H]12)C(=O)c1ccc(C)cc1
5	CCOC(=O)C1=CN(CC)S(=O)(=O)NC1c1ccc(C(F)(F)F)cc1 (centres undefined)
6	CCCCNS(=O)(=O)CCNCc1ccccc1OC
7	COc1ccc(CCOC2OC(CO)C(OC(=O)/C=C/c3ccc(O)c(OC)c3)C(O[C@H]3O[C@@H](C)[C@H](O)[C@@H](O)[C@H]3O)C2O)cc1O (some centres undefined)
8	O=C1CS(=O)(=O)N(Cc2ccccc2F)c2ccc(Br)cc21
9	C[C@H](CO)N1C[C@H](C)[C@@H](CN(C)C(=O)NC2CCCCC2)Oc2c(NC(=O)CCC(F)(F)F)cccc2C1=O
10	CCCCCc1c2c(cc(O)c1C(=O)O)OC(=O)c1cc(C(=O)CCCC)c(OC)cc1O2
11	COC(=O)[C@@]1(C)[C@H]2C(=O)N(Cc3ccccc3)C(=O)[C@H]2[C@H]2CN(C)C(=NC3CCCCC3)N21
12	CN(C)C(=O)CCc1ccc2c3c([nH]c2c1)[C@]1(C)[C@@H](C(=O)N2CCOCC2)C[C@H](CC(=O)NCc2cccc(C(F)(F)F)c2)C(=O)N1CC3
compound no.,1,2,3,4,5,6,7,8,9,10,11,12
proCasp7 act,7.3,12.6,8.4,12.9,12.8,2.2,15.8,2.6,3.1,1.9,5.7,2.7
Efflux pump inh,-0.1,-0.1,-0.2,0.1,-0.1,-0.2,0.1,0.1,0.8,-0.1,0.1,0.0
procasp3 activ,1.5,-5.4,4.7,-0.1,-0.1,11.1,-3.3,1.5,2.8,1.8,6.5,-1.6

13	CCN(C[C@H]1N[C@@](C)(C(=O)OC)[C@H]2C(=O)N(C)C(=O)[C@@H]12)C(=O)c1ccc(F)cc1
14	O=C(CSc1ncn[nH]1)Nc1ccc(Br)cc1Br
15	COc1ccc(NC(=O)Nc2ccc3c(c2)C(=O)N([C@H](C)CO)C[C@H](C)[C@@H](CN(C)S(=O)(=O)c2ccc(F)cc2)O3)cc1
16	COC(=O)[C@@]1(Cc2ccccc2)[C@H]2C(=O)N(C)C(=O)[C@H]2[C@H]2CN=C(SCC(=O)c3ccccc3)N21
compound no.,13,14,15,16
proCasp7 act,8.2,-1.8,3.4,-18.2
Efflux pump inh,-0.2,0.2,0.1,0.0
procasp3 activ,3.3,8.2,-7.0,-11.8

The list itself (from the top)
1	COc1ccc2[nH]c3c(c2c1)CCN1C(=O)C(CC(=O)NCCCn2ccnc2)C[C@H](C(=O)N(C(C)C)C(C)C)[C@@]31C (some centres undefined)
2	COc1cc2c(cc1OC)[C@@H](NC(=O)Cc1ccc(F)cc1)[C@H](OCc1ccccc1)C2
3	O=C(O)c1cccc(S(=O)(=O)NCC2COc3ccccc3O2)c1 (centres undefined)
4	CCN(C[C@H]1N[C@@](Cc2ccccc2)(C(=O)OC)[C@H]2C(=O)N(C)C(=O)[C@@H]12)C(=O)c1ccc(C)cc1
5	CCOC(=O)C1=CN(CC)S(=O)(=O)NC1c1ccc(C(F)(F)F)cc1 (centres undefined)
6	CCCCNS(=O)(=O)CCNCc1ccccc1OC
7	COc1ccc(CCOC2OC(CO)C(OC(=O)/C=C/c3ccc(O)c(OC)c3)C(O[C@H]3O[C@@H](C)[C@H](O)[C@@H](O)[C@H]3O)C2O)cc1O (some centres undefined)
8	O=C1CS(=O)(=O)N(Cc2ccccc2F)c2ccc(Br)cc21
9	C[C@H](CO)N1C[C@H](C)[C@@H](CN(C)C(=O)NC2CCCCC2)Oc2c(NC(=O)CCC(F)(F)F)cccc2C1=O
10	CCCCCc1c2c(cc(O)c1C(=O)O)OC(=O)c1cc(C(=O)CCCC)c(OC)cc1O2
compound no.,1,2,3,4,5,6,7,8,9,10
proCasp7 act,7.3,12.6,8.4,12.9,12.8,2.2,15.8,2.6,3.1,1.9
Efflux pump inh,-0.1,-0.1,-0.2,0.1,-0.1,-0.2,0.1,0.1,0.8,-0.1
procasp3 activ,1.5,-5.4,4.7,-0.1,-0.1,11.1,-3.3,1.5,2.8,1.8

Reprinted at random: 2 records from the list
9	C[C@H](CO)N1C[C@H](C)[C@@H](CN(C)C(=O)NC2CCCCC2)Oc2c(NC(=O)CCC(F)(F)F)cccc2C1=O
1	COc1ccc2[nH]c3c(c2c1)CCN1C(=O)C(CC(=O)NCCCn2ccnc2)C[C@H](C(=O)N(C(C)C)C(C)C)[C@@]31C (some centres undefined)
compound no.,9,1
proCasp7 act,3.1,7.3
Efflux pump inh,0.8,-0.1
procasp3 activ,2.8,1.5

The listing continues.
11	COC(=O)[C@@]1(C)[C@H]2C(=O)N(Cc3ccccc3)C(=O)[C@H]2[C@H]2CN(C)C(=NC3CCCCC3)N21
12	CN(C)C(=O)CCc1ccc2c3c([nH]c2c1)[C@]1(C)[C@@H](C(=O)N2CCOCC2)C[C@H](CC(=O)NCc2cccc(C(F)(F)F)c2)C(=O)N1CC3
13	CCN(C[C@H]1N[C@@](C)(C(=O)OC)[C@H]2C(=O)N(C)C(=O)[C@@H]12)C(=O)c1ccc(F)cc1
14	O=C(CSc1ncn[nH]1)Nc1ccc(Br)cc1Br
15	COc1ccc(NC(=O)Nc2ccc3c(c2)C(=O)N([C@H](C)CO)C[C@H](C)[C@@H](CN(C)S(=O)(=O)c2ccc(F)cc2)O3)cc1
16	COC(=O)[C@@]1(Cc2ccccc2)[C@H]2C(=O)N(C)C(=O)[C@H]2[C@H]2CN=C(SCC(=O)c3ccccc3)N21
17	CCN(C[C@H]1N[C@@](Cc2ccccc2)(C(=O)OC)[C@H]2C(=O)N(C)C(=O)[C@@H]12)C(=O)c1ccc(F)cc1
18	Cc1cc2c(s1)c1cnn(-c3ccccc3)c(=O)c1n2C
19	Cc1cccc(C2=NN(c3ccc(Br)cc3)[C@@H](C(=O)N3CCOC3=O)[C@@H]2c2ccccc2)c1
20	COCCCNC(=O)C[C@H]1C[C@H](C(=O)N2CCOCC2)[C@@]2(C)c3[nH]c4ccc(Cl)cc4c3CCN2C1=O
compound no.,11,12,13,14,15,16,17,18,19,20
proCasp7 act,5.7,2.7,8.2,-1.8,3.4,-18.2,10.4,-8.2,32.1*,-0.2
Efflux pump inh,0.1,0.0,-0.2,0.2,0.1,0.0,-0.2,0.3,0.1,-0.2
procasp3 activ,6.5,-1.6,3.3,8.2,-7.0,-11.8,10.1,15.0,20.2,-0.3

21	CC(C)(C)NC(=O)C[C@H]1C[C@H](C(=O)N2CCCCC2)[C@@]2(C)c3[nH]c4ccc(Cl)cc4c3CCN2C1=O
22	CCN(C[C@H]1N[C@@](Cc2ccccc2)(C(=O)OC)[C@H]2C(=O)N(Cc3ccccc3)C(=O)[C@@H]12)C(=O)COC
23	CC[C@]12c3[nH]c4ccc(Cl)cc4c3CCN1C(=O)[C@@H](CC(=O)NC/C=C(\C)CCC=C(C)C)C[C@@H]2C(=O)N1CCN(C(=O)C2CC2)CC1
24	C[C@H](CO)N1C[C@H](C)[C@@H](CN(C)C(=O)NC2CCCCC2)Oc2ccc(NC(=O)CCC(F)(F)F)cc2C1=O
25	O=S(=O)(NCc1ccccc1)c1ccccc1NCCc1ccccc1
26	COc1ccc(C2CC(c3ccc(C(F)(F)F)cc3)=NN2c2ccc(S(N)(=O)=O)cc2)cc1 (centres undefined)
27	O=C(NC1CCCCC1)c1cccc2c1C(=O)c1ccc(-c3ccc(OC(F)(F)F)cc3)cc1S2(=O)=O
28	NC(N)=S
29	CC[C@]12c3[nH]c4ccc(Cl)cc4c3CCN1C(=O)[C@@H](CC(=O)NCc1ccc(OC)c(OC)c1)C[C@@H]2C(=O)N1CCN(C(=O)C2CC2)CC1
30	CCN(CC)CCCN=C1N[C@@H](c2cccc(C(F)(F)F)c2)C(C(=O)OC)=C(C)N1CC
compound no.,21,22,23,24,25,26,27,28,29,30
proCasp7 act,-3.3,7.8,-1.2,7.6,7.2,28.2*,3.3,1.2,5.7,7.8
Efflux pump inh,1.0,-0.4,0.2,0.3,0.2,0.2,-0.2,0.2,-0.3,0.1
procasp3 activ,-1.1,2.5,1.1,9.8,3.1,22.5*,-4.5,2.3,-8.8,-1.6

The results go on.
| entry | Structure | proCasp7 act | Efflux pump inh | procasp3 activ |
| --- | --- | --- | --- | --- |
| 31 | O=C(C[C@H]1C[C@H](C(=O)N2CCCCC2)[C@@]2(CCc3ccccc3)c3[nH]c4ccc(Cl)cc4c3CCN2C1=O)NCc1cccc(C(F)(F)F)c1 | -8.5 | -0.1 | -3.4 |
| 32 | Cc1cccc(C2=NN(c3ccccc3)[C@@H](C(=O)N3CCOC3=O)[C@@H]2C)c1 | 5.7 | 0.3 | 1.9 |
| 33 | COC(=O)[C@@]1(Cc2ccccc2)[C@H]2C(=O)N(Cc3ccccc3)C(=O)[C@H]2[C@H]2CN=C(SCc3ccc(C)cc3)N21 | -11.1 | 0.0 | -1.7 |
| 34 | CC[C@@]1(C(=O)OC)N[C@H](CN(C)C(=O)Nc2ccccc2)[C@@H]2C(=O)N(Cc3ccccc3)C(=O)[C@@H]21 | 7.5 | -0.2 | 4.2 |
| 35 | CCN(CC)C(=O)[C@H]1CC(CC(=O)NCCCn2ccnc2)C(=O)N2CCc3c([nH]c4ccc(OC)cc34)[C@]12C (some centres undefined) | -3.6 | -0.1 | -7.1 |
| 36 | Cc1cc(C)c(CN2CCN(C(=O)Cn3cnc4c(NCc5ccccc5)ncnc43)CC2)c(C)c1 | 1.3 | 0.2 | 0.3 |
| 37 | COc1cc2c(cc1OC)[C@@H](NC(=O)C(C)C)[C@H](OCc1ccccc1)C2 | -2.3 | -0.1 | -1.1 |
| 38 | Nc1ncnc2c1ncn2[C@@H]1O[C@H](CNCc2ccc(OCc3ccccc3)cc2)[C@@H](O)[C@H]1O | 2.5 | 0.4 | 5.4 |
| 39 | Cc1ccc(S(=O)(=O)N2C[C@@H]3[C@H]4CC[C@H](C4)[C@@H]3[C@@H](C)[C@@H]2C2CCCCC2=O)cc1 (some centres undefined) | 6.0 | 0.0 | -7.3 |

Assay outcomes deposited in PubChem BioAssay by several laboratories.
